HCT116 bCat-KO – beta-catenin-lacking colon tumor cell growth suppression; HCT116 beta-catenin knockout viability, CellTiter-Glo, 60 h; stronger effect = lower value; viability, % at 10 µM; actives 1.5% (n = 140,000);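 active = viability at or under a set limit, the compound median less 4 SD, cut at about 6% in these data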;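 also: 0% = Hyamine 1622 control at 20 µM and 100% = untreated cell control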
NPY-Y2 antag – antagonists of human neuropeptide Y receptor Y2 | P49146 | NPY-Y2 expressing cells, antagonist mode | inhibition, % at 2.7 µM | actives 0.99% (n = 140,000); in the data active = inhibition above about 17%;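 also: 0% = vehicle with agonist challenge and 100% = reference antagonist with challenge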
Target sequence (P49146 whole entry, looked up): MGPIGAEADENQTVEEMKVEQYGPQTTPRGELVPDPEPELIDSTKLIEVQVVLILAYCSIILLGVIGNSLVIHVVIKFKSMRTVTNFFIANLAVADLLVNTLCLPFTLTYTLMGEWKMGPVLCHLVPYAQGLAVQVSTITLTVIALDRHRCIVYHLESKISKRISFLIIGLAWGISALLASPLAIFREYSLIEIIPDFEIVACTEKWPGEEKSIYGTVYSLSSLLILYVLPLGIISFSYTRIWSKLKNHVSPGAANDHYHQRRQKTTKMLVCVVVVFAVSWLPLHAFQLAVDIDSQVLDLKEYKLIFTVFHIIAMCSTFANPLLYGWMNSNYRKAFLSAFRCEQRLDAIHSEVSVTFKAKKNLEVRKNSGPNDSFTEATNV
Measles CPE – protection of cells from measles virus; Measles virus-infected cells, CPE protection, absorbance; protection (pct of control), % at 4 µM; actives 1.5% (n = 140,000); AID 841; in the data active = protection mostly above about 24%, no sharp cut-off; inactive = mostly below about 26%; also: some compounds called inactive have numbers as strong as hits
PTEN del growth – growth suppressors of cells with PTEN tumor suppressor deletion | HCT116 PTEN-null viability, CellTiter-Glo, 60 h; stronger effect = lower value | viability, % at 10 µM | actives 1.2% (n = 140,000) | AID 827;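 active = viability at or below a set limit, 4 SD under the median of all tested compounds, cut at about 3.7% in these data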;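 also: PTEN knockout HCT116 line with beta catenin targeted HCT116 as companion control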
E-sel TNF inh – TNF alpha driven E-selectin expression inhibition; HUVEC TNFa-induced E-selectin immunofluorescence, high content; inhibition, % at 2 µM; actives 0.71% (n = 120,000); AID 1246;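 active = inhibition above the batch mean plus 3 SD, and confirmed as a hit on visual image review, cut at about 43% in these data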;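 also: 0% = TNF-stimulated DMSO wells and 100% = unstimulated control wells; not every result past the cut was called active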
Yeast growth inh – yeast BB579 growth reduction in restrictive medium | AID 804 | inhibition, % at 10 µM | actives 0.51% (n = 140,000) | S. cerevisiae BB579 growth, OD615, 48 h;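 active = inhibition above a set limit, 3 SD over the mean compound inhibition, cut at about 44% in these data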; also: inactives centre near -24
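Material: Saccharomyces cerevisiae DeaD strain BB579, replicative lifespan model yeast; buffer or medium: CSMM-D restrictive synthetic medium containing dextrose (glucose); compound: 10 µM single dose, DMSO 0.25%; timing: 48 h compound exposure at 30 °C after 4 h preincubation; signal: turbidity as optical density at 615 nm; benchmarks: positive control amphotericin B 10 µg/mL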
Yeast life ext – extends the lifespan of yeast. inhibition of the nicotinamide effect, % at 10 µM. actives 0.68% (n = 130,000). S. cerevisiae growth with nicotinamide, OD615; deaD strain in restrictive glucose medium. AID 775;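 active = inhibition above a set limit, placed 3 SD over the median of all compounds, cut at about 26% in these data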;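 also: 0% = nicotinamide-treated wells and 100% = cells grown without nicotinamide; some compounds called inactive have numbers as strong as hits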
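assay system = DeaD-strain S. cerevisiae | buffer or medium = restrictive glucose medium | reagent = 1.5 mM nicotinamide | compound = 10 µM single point, 0.25% DMSO | incubation = 48 h compound exposure at 30 °C, humidified | signal = OD615 measurement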
Phagocytosis inh – macrophage phagocytosis inhibition; inhibition, % at 5 µM; AID 1029; actives 0.07% (n = 110,000); J774A.1 macrophage IgG-bead phagocytosis, imaging;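 active = inhibition above the mean of the plate negative controls plus 5 SD, cut at about 13% in these data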;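 also: phagocytic index as fraction of beads internalized from green versus red external bead signal; plate controls were DMSO negative control for no effect and cytochalasin-D positive control for full effect; some results beyond the cut were filed as inactive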
GALR2 antag – antagonists of human galanin receptor 2 (GALR2); O43603; GALR2-expressing cells, antagonist mode; inhibition, % at 4 µM; actives 0.39% (n = 140,000); in the data active = inhibition above about 27%;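 also: cells stimulated with galanin 1-16 at roughly its EC80; 0% = agonist challenge control and 100% = basal control without agonist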
Target sequence (O43603 whole entry, looked up): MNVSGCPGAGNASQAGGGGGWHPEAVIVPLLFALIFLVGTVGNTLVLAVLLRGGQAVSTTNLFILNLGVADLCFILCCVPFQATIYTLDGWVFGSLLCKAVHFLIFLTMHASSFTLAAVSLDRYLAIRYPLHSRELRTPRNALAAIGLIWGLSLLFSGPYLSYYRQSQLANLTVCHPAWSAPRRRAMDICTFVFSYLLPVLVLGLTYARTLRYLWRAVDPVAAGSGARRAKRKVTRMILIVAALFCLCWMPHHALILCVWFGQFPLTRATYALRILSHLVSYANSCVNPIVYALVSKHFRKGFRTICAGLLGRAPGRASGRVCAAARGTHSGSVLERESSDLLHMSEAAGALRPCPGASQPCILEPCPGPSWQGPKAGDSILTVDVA
MRP1 act – activators of MRP-1; H69AR cells + doxorubicin, viability rescue, CellTiter-Glo; viability increase, % at 10 µM; actives 0.61% (n = 140,000);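 active = viability gain under doxorubicin at or above a set limit, the compound median plus 3 SD, cut at about 4.7% in these data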;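 also: MRP-1 overexpressing cells given doxorubicin 25 µM after compound pretreatment; 18-22 h compound pretreatment then 72 h with doxorubicin before readout; 0% = doxorubicin-only wells and 100% = vehicle-treated cells without doxorubicin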
Starred values were filed as active, the others as inactive; nt = not tested or not shown.

SMILES | HCT116 bCat-KO | NPY-Y2 antag | Measles CPE | PTEN del growth | E-sel TNF inh | Yeast growth inh | Yeast life ext | Phagocytosis inh | GALR2 antag | MRP1 act
Cn1c(SCC(=O)N/N=C/C=C\c2ccccc2[N+](=O)[O-])nc2ccccc21 | 80 | 4 | 16 | 88 | nt | -36 | 2 | -12 | 21 | -2.4
CC1CCN(c2cc(N3CCC(C)CC3)c([N+](=O)[O-])cc2/C=C(\C#N)c2nn(-c3ccccc3)c(N)c2C#N)CC1 | 88 | 1 | 14 | 93 | -2 | -33 | -6 | nt | -8 | -1.7
O=C(/C=C/c1c(Cl)cccc1Cl)n1cccn1 | 99 | 3 | 5 | 99 | -1 | -14 | nt | nt | 11 | -2.6
CC(=O)NC1(C(F)(F)F)NC(=O)N(CC(C)C)C1=O (centres undefined) | 88 | 0 | 29 | 86 | -10 | 5 | -10 | 0 | 3 | -1.8
COc1ccc(/C=N/OCC(=O)Nn2c(C)nc3ccccc3c2=O)cc1 | 97 | 3 | 13 | 97 | -5 | -23 | 3 | -1 | 1 | -0.9
O=C(O)c1cc(-c2ccccc2)n[nH]1 | 94 | 2 | 40 | 96 | 4 | -8 | nt | nt | 9 | -3.1
O=C(C1CCN(CCCc2ccccc2)CC1)N1CCCCC1 | 105 | 1 | 14 | 110 | nt | -5 | -9 | 0 | -16 | 0.6
COC(=O)c1ccn(-c2nc(-c3ccco3)cc(C(F)(F)F)n2)n1 | 105 | 2 | 2 | 110 | -1 | -15 | -14 | 0 | 5 | 1.7
COCCN1C(=O)c2ccc(C(=O)NCc3cccnc3)cc2C1=O | 100 | 1 | 12 | 108 | -12 | -65 | -4 | 0 | 2 | 0.6
Cc1nc2ccccc2c2oc(C(=O)N3CCN(C(=O)c4ccco4)CC3)cc12 | 91 | 4 | 2 | 81 | -21 | -13 | -10 | 0 | -2 | -1.3
COc1cc(O)c2c(c1)OC(C)(C)CC2=O | 108 | 1 | 0 | 89 | -16 | -15 | -11 | 3 | -2 | -0.9
CCCn1nc2cc(C(=O)N(CC)c3ccc(OC)cc3)ccc2c1OCC | 99 | 0 | 15 | 96 | -3 | -37 | -23 | nt | -6 | -3.2
Cc1c(S(=O)(=O)N2CCOCC2)c(=O)n(C)c(=O)n1C | 107 | -2 | 10 | 116 | nt | -13 | -1 | 0 | -1 | -0.1
N/C(=N\OC(=O)c1cccc(Br)c1)c1ccc(Br)cc1 | 94 | 3 | 8 | 86 | 22 | -21 | -4 | nt | 4 | -4.6
O=C1CC(C(=O)N2CCOCC2)C2(CCCC2)O1 (centres undefined) | 102 | 0 | 15 | 104 | -16 | 2 | 0 | 0 | -2 | -0.6
COc1cc(NC(=S)NCCC(c2ccccc2)c2ccccc2)cc(OC)c1 | 71 | 5 | 15 | 64 | 1 | 13 | -4 | -1 | -12 | -2.6
C/C(=N/OC(=O)c1ccc(F)cc1)c1ccc(C)cc1 | 95 | 3 | 9 | 94 | nt | 2 | -10 | nt | -2 | -0.8
COc1ccc(-n2nnnc2SCC(=O)Nc2cccc(C)n2)cc1OC | 100 | 7 | 9 | 88 | 19 | -31 | -11 | -2 | -3 | 0.5
CCN(CC)C(=S)NC(=O)c1ccc(OC)c(Br)c1 | 63 | 1 | 3 | 60 | -3 | -23 | -5 | -8 | -14 | -3.0
CCn1cc(/C=N/NC(=O)c2ccc3c(c2)OCO3)cn1 | 87 | 9 | 7 | 87 | nt | -2 | 3 | -4 | 4 | -0.7
O=C(NC(CC(=O)N1CCN(c2ccc([N+](=O)[O-])cc2)CC1)c1ccccc1)c1ccccc1Cl (centres undefined) | 83 | 0 | 7 | 85 | 30 | 1 | -3 | -3 | 2 | -2.6
CCN(CC)S(=O)(=O)c1ccc(S(=O)(=O)Nc2cc3c(cc2C(C)=O)OCO3)cc1 | 93 | 1 | 9 | 92 | -26 | -11 | -2 | 0 | 10 | -1.5
CCCCN(CCCNc1ncnc2nc[nH]c12)c1ccccc1 | 75 | 1 | 16 | 71 | -23 | -1 | -3 | 0 | 7 | -2.1
COc1cccc(CNCCN2CCOCC2)c1OC | 81 | 0 | 10 | 90 | nt | -12 | -3 | 7 | -10 | -2.0
COc1ccc(Cl)cc1Nc1nc(-c2sc(NC(=O)CC(C)C)nc2C)cs1 | 72 | 2 | 19 | 66 | -20 | -64 | -27 | 0 | -23 | 3.1
O=C(O)CCS(=O)(=O)c1ccc(-c2ccccc2)cc1 | 93 | 3 | 20 | 105 | nt | -20 | 2 | -3 | -1 | -0.4
Cc1nonc1OC(C)CNc1ccc([N+](=O)[O-])cc1 (centres undefined) | 81 | 3 | 16 | 64 | 6 | -24 | -23 | -4 | 5 | -4.7
CCCc1cc2c(cc1NC(=O)c1ccc(Br)cc1)OCO2 | 98 | 8 | 7 | 93 | -37 | 11 | 19 | nt | -2 | 1.8
O=C(/C=C/c1ccc(F)cc1)NCCC1=CCCCC1 | 96 | 6 | 6 | 87 | 15 | 13 | -5 | nt | 1 | -0.1
S=C(Nc1ccccc1)N1CCCCCC1 | 95 | 1 | 27 | 96 | nt | -12 | -6 | nt | 0 | 0.1
COC(=O)c1ccc(C)c(NC(=O)c2c(-c3ccccc3)noc2C)c1 | 92 | 6 | 16 | 102 | nt | 9 | -12 | -1 | -9 | 0.6
c1coc(CNc2nc3sc4c(c3c3ncnn23)CCCC4)c1 | 119 | 12 | 1 | 117 | -56 | -64 | -6 | 0 | 3 | 0.9
COc1ccc(NC(=O)c2cc(C3CC3)on2)c(OC)c1 | 89 | 2 | 5 | 103 | -39 | -27 | -8 | -1 | -4 | -2.1
COc1cc2c(cc1NC(=O)COc1ccc3ccccc3c1)oc1ccccc12 | 35 | 1 | 10 | 43 | -14 | -33 | -10 | 0 | 2 | 0.3
CC(=O)c1c(Nc2ccccc2)sc(C(=O)c2ccccc2)c1C | 76 | 14 | 12 | 69 | 1 | -2 | 1 | -3 | 0 | -3.6
O=C(Cc1cccs1)N1CCN(C(=O)C2CCCO2)CC1 (centres undefined) | 103 | 2 | 4 | 100 | -14 | -67 | -12 | nt | -2 | -0.3
O=c1cc(CSc2nc(NCc3ccccc3)c3ccccc3n2)nc2ccc(Cl)cn12 | 66 | 7 | 6 | 73 | nt | -7 | 4 | 1 | -16 | -3.5
O=C(CCSc1ccccc1)Nc1ccc(OCc2ccccc2)cc1 | 96 | 6 | 20 | 101 | 44 | -28 | 1 | nt | 0 | 0.1
CC(=O)N1CSCC1C(=O)O (centres undefined) | 74 | 1 | 0 | 89 | nt | -6 | -3 | 0 | -2 | -0.5
CCCCCCCN=CC1=C(O)CC(c2ccccc2)CC1=O (centres undefined) | 99 | 5 | 4 | 93 | 9 | -28 | 0 | -5 | -5 | -1.9

Seven records picked at random from the list so far, as already listed:
SMILES | HCT116 bCat-KO | NPY-Y2 antag | Measles CPE | PTEN del growth | E-sel TNF inh | Yeast growth inh | Yeast life ext | Phagocytosis inh | GALR2 antag | MRP1 act
O=c1cc(CSc2nc(NCc3ccccc3)c3ccccc3n2)nc2ccc(Cl)cn12 | 66 | 7 | 6 | 73 | nt | -7 | 4 | 1 | -16 | -3.5
COc1ccc(NC(=O)c2cc(C3CC3)on2)c(OC)c1 | 89 | 2 | 5 | 103 | -39 | -27 | -8 | -1 | -4 | -2.1
COc1cc2c(cc1NC(=O)COc1ccc3ccccc3c1)oc1ccccc12 | 35 | 1 | 10 | 43 | -14 | -33 | -10 | 0 | 2 | 0.3
O=C(Cc1cccs1)N1CCN(C(=O)C2CCCO2)CC1 (centres undefined) | 103 | 2 | 4 | 100 | -14 | -67 | -12 | nt | -2 | -0.3
CCCCCCCN=CC1=C(O)CC(c2ccccc2)CC1=O (centres undefined) | 99 | 5 | 4 | 93 | 9 | -28 | 0 | -5 | -5 | -1.9
O=C(CCSc1ccccc1)Nc1ccc(OCc2ccccc2)cc1 | 96 | 6 | 20 | 101 | 44 | -28 | 1 | nt | 0 | 0.1
CC(=O)N1CSCC1C(=O)O (centres undefined) | 74 | 1 | 0 | 89 | nt | -6 | -3 | 0 | -2 | -0.5

(continued)
SMILES | HCT116 bCat-KO | NPY-Y2 antag | Measles CPE | PTEN del growth | E-sel TNF inh | Yeast growth inh | Yeast life ext | Phagocytosis inh | GALR2 antag | MRP1 act
Cc1ccc2c(c1)NCC(C(=O)NC1CCCCC1)O2 (centres undefined) | 105 | 0 | 22 | 100 | -2 | -27 | -6 | nt | -6 | 1.4
OC(COCC1CC=CCC1)Cn1cnc2ccccc21 (centres undefined) | 109 | -2 | 15 | 104 | -20 | 12 | -1 | 0 | 9 | -0.9
Cc1ccc(-n2nc3c(Cl)nnc(C)c3c2C)cc1 | 81 | 4 | 19 | 91 | nt | 1 | 1 | -2 | 1 | -2.2
O=C(CSc1ncccn1)Nc1ccccc1 | 89 | 4 | 3 | 105 | -47 | -61 | -10 | -2 | 9 | -1.3
CCS(=O)(=O)NCc1csc(-c2ccccc2)n1 | 96 | 1 | 17 | 101 | -22 | -31 | -4 | -1 | 2 | -2.5
COc1cccc(Cn2nnc(C(=O)NCc3ccccc3Cl)c2N)c1 | 100 | 2 | 3 | 83 | nt | 16 | -6 | -1 | 3 | 1.0
CCCn1c(NCc2cccc(OC)c2O)nc2ccccc21 | 84 | 8 | 18 | 78 | -12 | -12 | -4 | nt | 2 | -3.9
Cc1c(NC(=O)c2cnn3c2NC(c2ccco2)CC3C(F)(F)F)c(=O)n(-c2ccccc2)n1C (centres undefined) | 104 | 2 | 0 | 103 | -21 | -61 | 13 | 0 | -8 | -1.2
CCCNC(=O)c1ccc(C2SCC(=O)N2CCc2ccccc2)cc1 (centres undefined) | 83 | 4 | 9 | 83 | nt | -36 | 9 | -3 | -8 | -1.8
CCCCNc1ccc2nsnc2c1[N+](=O)[O-] | 93 | 5 | 9 | 101 | nt | 2 | 3 | -15 | 1 | -1.3
O=C(OC1CCCCC1)c1ccc2c(c1)C1C=CCC1C(C(=O)O)N2 (centres undefined) | 84 | 0 | 6 | 88 | -18 | -11 | -1 | -1 | 4 | -2.4
CC1(C)CC(=O)C2=C(C1)Nc1ccccc1NC2c1cccnc1 (centres undefined) | 97 | nt | 22 | 90 | nt | -21 | nt | 1 | nt | -1.7
CCNC(=O)CSc1nnc(-c2cccc(S(=O)(=O)N(CC)CC)c2)n1CCc1ccccc1 | 98 | 2 | 10 | 90 | 39 | -18 | -4 | -4 | -5 | -0.8
COc1ccc(C2CC(c3cc(Br)ccc3F)n3nnnc3N2)cc1 (centres undefined) | 96 | 3 | 18 | 94 | -22 | -62 | 0 | -4 | 10 | -0.2
CC(C)C1N(c2ccccc2)C(N)=C(C#N)C1(C#N)C#N (centres undefined) | 93 | 0 | 5 | 90 | 7 | -3 | -11 | -1 | -13 | -3.3
Cc1ccc(S(=O)(=O)N(C)CC(=O)O/N=C(\N)c2cccc([N+](=O)[O-])c2)cc1 | 96 | 6 | 21 | 91 | 12 | -13 | -4 | -1 | -13 | -3.6
